Anesthetic bind = binds horse apoferritin like a general anesthetic; P02791; apoferritin/1-aminoanthracene competitive binding, fluorescence; Potency, µM (titrated, usually from 77.5 µM), inactives show at the top dose activity change, negative = displacement, most hits filed as inhibitors; actives 0.074% (n = 350,000); AID 485281; note: potency is the fitted concentration of half-maximal effect; % is set by controls: 0 for no effect and ±100 for the full control effect; nearly all actives have a fitted effect of over 20% in size
Target sequence (P02791 2-175 limits assumed): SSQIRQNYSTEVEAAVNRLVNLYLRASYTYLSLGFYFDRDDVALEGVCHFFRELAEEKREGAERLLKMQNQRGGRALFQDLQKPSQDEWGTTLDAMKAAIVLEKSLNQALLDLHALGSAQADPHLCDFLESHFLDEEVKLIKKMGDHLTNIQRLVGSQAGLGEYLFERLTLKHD
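In PBS, apoferritin at 10 uM is loaded with 1-AMA from a 50% saturated solution. After 10 min of compound exposure at ambient temperature, reduced 535 nm fluorescence indicates probe displacement.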
Pol kappa inh = inhibitors of human DNA polymerase kappa | AID 588579 | Potency, µM (top dose mostly 107 µM), without a hit: at the top dose activity, negative = inhibition, most hits filed as inhibitors | purified Pol kappa, fluorescent DNA synthesis assay, 10 min | Q9UBT6 | actives 0.53% (n = 400,000); note: potency is the fitted concentration of half-maximal effect; % is set by controls: 0 for no effect and ±100 for the full control effect
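50 nM final substrate added after 15 min RT preincubation of 10 nM Pol kappa with compound; fluorescence read at 0 and 10 min.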
ERG-DNA inh = blocks human ERG Ets domain binding to DNA; P11308; actives 0.028% (n = 370,000); fluorescence polarization, His-ERG Ets domain / labelled DNA; Potency, µM (titrated, usually from 76.9 µM), for inactives: at the highest dose FP activity, negative = inhibition, hits mostly inhibitors; active = well fitted inhibition curve with a large enough effect in the polarisation, with a control signal flat; inconclusive = small, poorly fitted or top-dose-only effect, or effect the other way, or a change in a side signal; inactive = no such curve, though single readings can be large or run the other way; the % refers to the polarisation;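 note: polarization taken with two DNA probes labelled with fluorescein and Texas red; potency is the fitted concentration of half-maximal effect; % of control where 0% means no effect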
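His-tagged ERG Ets domain (1 uM in the protein solution; 300mM KCl, 50mM Tris-HCl, 1mM EDTA, 1mM DTT, pH 7.5) received compound, then a probe mix of 5 nM fluorescein-DNA and 100nM Texas-615-DNA. Fluorescence polarization was read for both dyes.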
POLI inh = blocks human DNA polymerase iota activity | AID 588590 | Pol iota fluorescent replication assay, 10 min | actives 1% (n = 390,000) | Q9UNA4 | Potency, µM (doses to about 115 µM), for inactives: at the top dose activity, negative = inhibition, usual class: inhibitors; note: potency is the fitted concentration of half-maximal effect
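Pol iota at 10 nM preincubated 15 min with compounds at room temperature; reaction started with fluorescent substrate, 50 nM final. Fluorescence read kinetically at 0 and 10 min; buffer-only wells as negative control.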
Pol beta inh = inhibitors of human DNA polymerase beta | P06746 | Pol beta primer extension/strand displacement, fluorescence kinetic | Potency, µM (highest dose often 114 µM), for the others: at the top dose activity change, negative = inhibition, most hits filed as inhibitors | actives 1.3% (n = 340,000) | AID 485314; note: potency is the fitted concentration of half-maximal effect; % is set by controls: 0 for no effect and ±100 for the full control effect
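Curves were derived by four-parameter Hill fits of normalized qHTS data. The kinetic fluorescent primer-extension read was taken at 0 and 10 min after 50 nM substrate, following a 15 min room-temperature preincubation of 10 nM enzyme with compounds.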
APE1 inh = APE1 (human) endonuclease inhibition; recombinant APE1, TAMRA/BHQ-2 abasic DNA cleavage fluorescence; P27695; actives 0.35% (n = 350,000); Potency, µM (doses to about 65.8 µM), for the others: at the highest dose activity change, negative = inhibition, actives largely listed as inhibitors; AID 2517;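 note: potency is the fitted concentration of half-maximal effect; plate controls were vehicle for no effect and reference inhibitor for full effect; nearly all actives have a fitted effect of over 55% in size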
Target sequence (P27695 whole entry, looked up): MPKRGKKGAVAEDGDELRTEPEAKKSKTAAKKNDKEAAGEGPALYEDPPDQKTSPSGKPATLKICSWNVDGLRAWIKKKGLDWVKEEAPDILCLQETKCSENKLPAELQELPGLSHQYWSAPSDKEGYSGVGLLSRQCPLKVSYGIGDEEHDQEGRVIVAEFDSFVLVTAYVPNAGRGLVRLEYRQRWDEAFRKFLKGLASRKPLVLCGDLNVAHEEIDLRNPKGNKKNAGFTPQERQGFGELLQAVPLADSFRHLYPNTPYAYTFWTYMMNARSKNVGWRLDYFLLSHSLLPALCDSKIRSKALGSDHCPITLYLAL
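APE1 at 0.75 nM preincubated 15 min at room temperature with compound. Reaction then started with 50 nM double-stranded THF-abasic substrate labelled with TAMRA/BHQ-2, and 525/598 nm fluorescence read kinetically. Activity taken as third-minus-first read difference, normalized to DMSO and NSC13755 controls.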
TRHR agonist = agonists of human TRH receptor; P34981; TRHR cells, calcium flux fluo-8, FDSS agonist mode; activation, % at 2 µM; actives 0.18% (n = 360,000); in the data active = activation above about 30%; note: 0% is about no effect
Target sequence (P34981 whole entry, looked up): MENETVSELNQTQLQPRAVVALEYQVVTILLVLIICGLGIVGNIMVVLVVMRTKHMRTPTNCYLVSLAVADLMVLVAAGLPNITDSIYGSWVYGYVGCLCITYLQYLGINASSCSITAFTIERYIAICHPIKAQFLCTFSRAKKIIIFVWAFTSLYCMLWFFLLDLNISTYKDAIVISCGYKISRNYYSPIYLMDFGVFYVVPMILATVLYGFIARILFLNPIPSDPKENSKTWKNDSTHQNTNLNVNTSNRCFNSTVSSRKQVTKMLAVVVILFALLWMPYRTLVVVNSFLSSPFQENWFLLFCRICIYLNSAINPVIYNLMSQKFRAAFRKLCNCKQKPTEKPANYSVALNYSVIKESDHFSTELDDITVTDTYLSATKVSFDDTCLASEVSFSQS
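TRHR-expressing cells, plated overnight in medium with 10% serum, were loaded with fluo-8 calcium dye at room temperature. After a 10 s baseline, library compound was pin-added and calcium release was recorded kinetically (ex 480/em 530) as agonist response.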
BLM helicase inh = blocks DNA unwinding by human BLM helicase; P54132; recombinant BLM DNA unwinding, fluorescence dequenching; Potency, µM (doses to about 56.1 µM), without a hit: top-dose activity change, negative = inhibition, most hits filed as inhibitors; actives 0.2% (n = 350,000); AID 2528;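 note: potency is the fitted concentration of half-maximal effect; plate controls were vehicle for no effect and no enzyme for full effect; nearly all actives have a fitted effect of over 35% in size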
ALOX12 inh = ALOX12 (human) lipoxygenase inhibition. actives 1.1% (n = 580,000). purified 12hLO, xylenol orange hydroperoxide absorbance. AID 1671190. Potency, µM (top dose mostly 108 µM), for the others: top-dose activity change, negative = inhibition, actives largely listed as inhibitors; note: potency is the fitted concentration of half-maximal effect; % is set by controls: 0 for no effect and ±100 for the full control effect
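Purified human 12hLO (150 nM final) in 25 mM Hepes, 0.01% Triton X-100, pH 7.0 was preincubated 15 min at room temperature with compound. Then 40 uM arachidonic acid was added, 30 min. Hydroperoxide was read by Fe-XO absorbance ratio 573/405 nm.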
Numbers without * were called inactive; i = inactive; u = inconclusive; x = no result given; & = joins results of further samples; [ ] = dose if it differs, or a comment. Unless noted, calls come from the whole dose curve; as a rule, active = well fitted curve in the direction sought with a large enough effect; inconclusive = small, poorly fitted or top-dose-only effect, or another doubt; inactive = no such curve, though single readings can be large; an effect the other way counts as inactive or inconclusive. This is a subset; the hit share may differ from the screen's.

#1 CCC(C(=O)NCc1cccnc1)c1ccccc1 (stereo not drawn)
#2 Cc1onc(-c2ccccc2Cl)c1C(=O)OCn1nnc2ccccc2c1=O
#3 CC(C(=O)c1ccc(Br)cc1)[n+]1cccc2ccccc21 (stereo not drawn)
#4 COC(=O)c1c(Oc2nc(OC)cc(OC)n2)cccc1Oc1nc(OC)cc(OC)n1
#5 Cc1cc(Cl)ccc1C(=O)C1CCCN(C(=O)c2cccc(N3CCCC3=O)c2)C1 (stereo not drawn)
#6 COc1ccc(C2NC(=O)N(C)C3=C2C(=O)N(c2ccc(C)cc2)C3)cc1 (stereo not drawn)
#7 CC(=O)Nc1ccc(S(=O)(=O)N2CCN(c3nnnn3-c3ccccc3)CC2)cc1
#8 CC(C)N(C(=O)COC(=O)CCC(=O)c1cccs1)c1ccccc1

Screen / compound no.	1	2	3	4	5	6	7	8
Anesthetic bind	-6%	-1%	-13%	6%	4%	8%	-2%	x
Pol kappa inh	7%	-3%	-1%	0%	3%	6%	7%	-15%
ERG-DNA inh	14%	x	10%	9%	10%	2%	2%	8%
POLI inh	15%	13%	52%[activator]	140%[activator]	8%	3%	25%	8%
Pol beta inh	-2%	2%	-1%	7%	3%	13%	1%	x
APE1 inh	1%	9%	9%	-3%	10%	x	4%	6%
TRHR agonist	0.1	1.1	1.5	-0.4	-0.2	-1.3	0.1	x
BLM helicase inh	-1%	2%	-3%	-1%	-4%	1%	-9%	x
ALOX12 inh	0%	18%	u	-11%	0%	-9%	u	u

#9 COc1ccc2c(C#CCCO)c(-c3ccc(S(C)(=O)=O)cc3)sc2c1
#10 Cc1c(NC(=O)C(C)N2C(=O)c3ccccc3C2=O)c(=O)n(-c2ccccc2)n1C (stereo not drawn)
#11 Cc1cc(C)nc(NC(=S)Nc2ccc(Br)cc2Cl)c1
#12 N#CCCn1cc(C(=O)Nc2ccc(C(=O)O)cc2)c(-c2cccs2)n1
#13 COC(=O)c1[nH]c2cc(OC)ccc2c1NC(=O)CN1CCC(C(N)=O)CC1
#14 CC(=O)c1sc(C(C)(C)C)cc1NC(=O)CCC(=O)O
#15 CCOc1ccc(NC(=O)CN(C)C(=O)c2c(C)noc2C)cc1OCC
#16 CCn1c(NC(=O)Nc2cccc(C)c2C)cc2sccc21

Screen / compound no.	9	10	11	12	13	14	15	16
Anesthetic bind	x	-3%	-4%	-6%	-6%	2%	x	-11%
Pol kappa inh	-7%	-1%	-4%	1%	-3%	-2%	-3%	-2%
ERG-DNA inh	-6%	-1%	3%	-1%	-5%	-3%	-3%	32%[activator]
POLI inh	7%	5%	140%[activator]	2%	15%	13%	14%	75%[activator]
Pol beta inh	x	32%[activator]	2%	0%	32%	24%	x	-1%
APE1 inh	-7%	-7%	-3%	-2%	10%	-3%	-2%	-3%
TRHR agonist	x	x	0.8	0.1	0.4	0.2	0.2	0.3
BLM helicase inh	x	-3%	-15%	-3%	-1%	-2%	x	-6%
ALOX12 inh	u	147%[activator]	-2%	-9%	-4%	0%	10%	u

#17 COc1ccc(CNC(=O)c2ccc3c(c2)CCN3S(=O)(=O)c2ccc(C)cc2)cc1
#18 Cc1ccc(CN2CCN(Cc3ccon3)CC2CCO)cc1 (stereo not drawn)
#19 COC(=O)C(Cc1ccc(O)cc1)NC(=O)CCC(=O)Nc1ccc(S(N)(=O)=O)cc1 (stereo not drawn)
#20 CC(=O)N1c2ccc(S(=O)(=O)N3CCCC3C(=O)Nc3ccc(C)cc3)cc2CC1C (stereo not drawn)
#21 CC(=O)Nc1ccc(NC(=O)CCn2cnnn2)cc1
#22 O=C(O)c1cc(=O)c2c(Cl)cc(Cl)cc2[nH]1
#23 Cc1ccc(C(=O)c2cn(CC(=O)NC3CCCCC3)c3nc(C)ccc3c2=O)cc1
#24 CC(C)(C)c1ccc(-c2nnc(SC3CCOC3=O)n2Cc2ccccc2)cc1 (stereo not drawn)

Screen / compound no.	17	18	19	20	21	22	23	24
Anesthetic bind	26%	0%	-8%	-20%	0%	x	-6%	-24%
Pol kappa inh	4%	-11%	-19%	4%	2%	-9%[60.1 µM]	0%	-12%
ERG-DNA inh	4%	-4%	-2%	13%	-3%	0%	-2%	-19%
POLI inh	15%	25%	8%	9%	106%[activator]	4%[58.9 µM]	2%	10%
Pol beta inh	12%	10%	2%	84%	-15%	15%[57.1 µM]	2%	4%
APE1 inh	x	-1%	16%	10%	-3%	-9%&1%&1%&-10%	x	6%
TRHR agonist	3.3	-1.7	0.1	-0.2	0.4	x	-0.9	-0.3
BLM helicase inh	-3%	-2%	0%	1%	-3%	5%&-2%	-4%	-14%
ALOX12 inh	-12%	-2%	-23%	384%[activator]	0%	u	-6%	-29%

#25 CC(C)(C)OC(=O)N(CCc1ccccc1)Cc1ccc(OCc2cccc(NC(=O)/C=C/c3ccccc3)c2)cc1
#26 Cn1c(/C=N/c2nc3ccccc3[nH]2)nc2ccccc21
#27 COc1ccc2[nH]cc(/C=C/c3cc[n+](C)cc3)c2c1
#28 Cc1cnc(C=NNC(N)=S)c2cccc(N)c12
#29 O=C(NC1CCCCC1)C1CCN(S(=O)(=O)N2CCOCC2)CC1
#30 COc1ccc(Cl)cc1NC(=O)CSC1=Nc2ccccc2C2=NC(CC(=O)NC3CCCCC3)C(=O)N12 (stereo not drawn)
#31 CC1CN(C(=O)N2CCOCC2)CCN1C(=O)N1CCOCC1 (stereo not drawn)
#32 O=C(CC(=O)NN=Cc1ccc2c(c1)CCC2)NN=Cc1ccc2c(c1)CCC2

Screen / compound no.	25	26	27	28	29	30	31	32
Anesthetic bind	x	-4%	-8%	x	-6%	u	-5%	x
Pol kappa inh	8%	7%	5%	u	-7%	20%	-18%	-16%
ERG-DNA inh	13%	5%	9%	8%	1%	1%	5%	-6%
POLI inh	33%	12%	-9%	2.2µM*	7%	14%	31%[activator]	10%
Pol beta inh	x	1%	-31%	x	37%	1%	0%	x
APE1 inh	x	1%	-15%	x	0%	x	-1%	x
TRHR agonist	x	0.0	13	x	-0.2	0.6	0.3	x
BLM helicase inh	x	5%	8%	x	-2%	-7%	1%	x
ALOX12 inh	-11%	14%	u	u	0%	-25%	15%	17%

#33 CCOC(=O)c1c(Cc2ccccc2)c[nH]c1C
#34 CC(C)CNC(=O)COC(=O)c1c2c(nc3ccccc13)CCC2
#35 CCOc1ccccc1OCCOCCN1CC(C)OC(C)C1 (stereo not drawn)
#36 CCOC(=O)c1cccc(Nc2nc(-c3cccnc3)nc3ccccc23)c1
#37 CCOc1ncccc1C(=O)OCC(=O)Nc1ccc2c(c1)OCCO2
#38 CCC(OC(=O)c1ccco1)C(=O)NCc1ccc(C)cc1 (stereo not drawn)
#39 CC1=NCCN1S(=O)(=O)c1c(C(C)C)cc(C(C)C)cc1C(C)C
#40 CCC(Oc1ccccc1)C(=O)Nc1nnc(C(F)(F)F)s1 (stereo not drawn)

Screen / compound no.	33	34	35	36	37	38	39	40
Anesthetic bind	-17%	-3%	0%	-12%	x	-10%	-23%	5%
Pol kappa inh	-2%	-33%	-6%	-10%	-4%	-8%	-3%	-8%
ERG-DNA inh	9%	-4%	-6%	1%	-8%	2%	-1%	0%
POLI inh	-5%	u	0%	-10%	-18%	-4%[58.9 µM]	2%	8%
Pol beta inh	0%	40µM*	5%	10%	x	13%	-19%	6%
APE1 inh	-2%	42%	-2%	-7%	14%	-1%	8%	-6%
TRHR agonist	-0.7	-0.4	-0.3	0.2	-0.1	-0.2	2.2	0.7
BLM helicase inh	-8%	-14%	-1%	5%	x	-1%	-6%	-1%
ALOX12 inh	-23%	-30%	-31%	u	289%[activator]	-1%	60%[activator]	5%

Results in sequence from the list.
Pol kappa inh, entries 33–40 → -2%, -33%, -6%, -10%, -4%, -8%, -3%, -8%
Anesthetic bind, entries 33–40 → -17%, -3%, 0%, -12%, x, -10%, -23%, 5%

Among those listed so far, 3 contain a COOH group.
#12 N#CCCn1cc(C(=O)Nc2ccc(C(=O)O)cc2)c(-c2cccs2)n1
#14 CC(=O)c1sc(C(C)(C)C)cc1NC(=O)CCC(=O)O
#22 O=C(O)c1cc(=O)c2c(Cl)cc(Cl)cc2[nH]1

Screen / compound no.	12	14	22
Anesthetic bind	-6%	2%	x
Pol kappa inh	1%	-2%	-9%[60.1 µM]
ERG-DNA inh	-1%	-3%	0%
POLI inh	2%	13%	4%[58.9 µM]
Pol beta inh	0%	24%	15%[57.1 µM]
APE1 inh	-2%	-3%	-9%&1%&1%&-10%
TRHR agonist	0.1	0.2	x
BLM helicase inh	-3%	-2%	5%&-2%
ALOX12 inh	-9%	0%	u

(list continues)
#41 CCOC(=O)c1c(NC(=O)CSc2nnc(C)c(=O)[nH]2)sc2c1CCC2
#42 COc1ccc(-c2cn3ccccc3n2)cc1
#43 CCCNC(=O)N1CCN(c2ncccn2)CC1
#44 CCOC(=O)c1cnc(SCC(=O)Nc2cc(OC)ccc2OC)nc1N
#45 O=S(=O)(O)CCS
#46 Cc1ccc(F)cc1NC(=O)c1ccc(OCC2CCCO2)cc1 (stereo not drawn)
#47 O=C(CN1CCC(O)(c2ccc3c(c2)OCO3)CC1)OC1CCCCC1

Screen / compound no.	41	42	43	44	45	46	47
Anesthetic bind	0%	-1%	0%	-10%	2%	x	0%
Pol kappa inh	-11%	-1%	4%	-2%	3%[19.4 µM]	-5%	-4%
ERG-DNA inh	-6%	10%	-2%	14%	-7%	7%	-3%
POLI inh	u	22%	11%	-1%	-18%	20%	10%
Pol beta inh	-17%	11%	-22%	22µM*	x	x	3%
APE1 inh	2%	1%	2%	-3%	-4%	4%	-1%
TRHR agonist	0.2	-0.5	0.6	-0.7	x	x	-1.2
BLM helicase inh	0%	0%	-5%	-10%	1%&-13%	x	-4%
ALOX12 inh	-14%	1%	i	-7%	-3%	-4%	16%
